CCR6 antagonist = CCR6 receptor antagonists, primary screen, cell-based, CHO-K1, luminescence, beta-arrestin, uHTS | inhibition, % at 20 µM | actives 0.49% (n = 340,000) | CHO-K1 CCR6 PathHunter beta-arrestin, CCL20-stimulated;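 active means compounds whose inhibition of the agonist-driven luminescence signal at 20 µM reaches about 50%, limit read from the data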;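 further: cells stimulated with CCL20 at 14 nM final; plate controls were DMSO with CCL20 for no effect and DMSO without agonist for full effect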
Target sequence (P51684 whole entry, looked up): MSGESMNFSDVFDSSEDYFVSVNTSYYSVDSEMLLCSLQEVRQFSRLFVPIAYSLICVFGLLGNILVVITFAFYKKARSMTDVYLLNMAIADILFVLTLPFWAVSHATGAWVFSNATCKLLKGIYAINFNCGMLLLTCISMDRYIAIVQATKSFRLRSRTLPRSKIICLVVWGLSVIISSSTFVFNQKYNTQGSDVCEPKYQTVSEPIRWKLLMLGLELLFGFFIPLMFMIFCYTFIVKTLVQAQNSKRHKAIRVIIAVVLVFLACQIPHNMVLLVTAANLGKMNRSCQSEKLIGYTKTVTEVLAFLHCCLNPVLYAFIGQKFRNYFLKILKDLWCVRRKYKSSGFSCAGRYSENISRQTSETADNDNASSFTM
UBC13 polyUb = UBC13 polyubiquitin chain formation inhibitors, primary screen, biochemical, TR-FRET, uHTS; actives 0.47% (n = 330,000); Ubiquitin-conjugating enzyme E2 N (Homo sapiens), P61088; inhibition, % at 20 µM; in the data active means inhibition above about 45%, passing the limit was not always enough
Target sequence (P61088 whole entry, looked up): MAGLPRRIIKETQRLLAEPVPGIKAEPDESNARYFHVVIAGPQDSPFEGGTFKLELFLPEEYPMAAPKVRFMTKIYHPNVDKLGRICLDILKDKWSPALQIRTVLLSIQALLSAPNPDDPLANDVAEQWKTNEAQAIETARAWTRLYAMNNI
APJ antagonist = antagonists of human apelin receptor APJ, primary screen, CHO-K1 cells, beta-arrestin complementation, luminescence; inhibition, % at 20 µM; AID 2521, 2010; P35414; actives 0.32% (n = 330,000);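 active means inhibition above about 40% at 20 µM, limit read from the data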;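 further: cells challenged with 10 nM apelin-13 agonist together with compound; plate controls were apelin-13 plus DMSO wells for no effect and DMSO wells lacking apelin-13 for full effect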
EBI2 antag = EBI2 receptor antagonists, beta-arrestin recruitment, primary screen, cell-based, luminescence, 7a,25-OHC stimulation, uHTS; G-protein coupled receptor 183 (Homo sapiens), P32249; 7a,25-OHC stimulated; inhibition, % at 5 µM; actives 0.81% (n = 360,000); AID 651636, 2012; in the data active means inhibition above about 38%;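 further: enzyme fragment complementation signal reports receptor beta-arrestin coupling in cells; 0% = agonist plus DMSO wells and 100% = wells without agonist; some results beyond the cut were filed as inactive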
Target sequence (P32249 whole entry, looked up, the tested form may be a part): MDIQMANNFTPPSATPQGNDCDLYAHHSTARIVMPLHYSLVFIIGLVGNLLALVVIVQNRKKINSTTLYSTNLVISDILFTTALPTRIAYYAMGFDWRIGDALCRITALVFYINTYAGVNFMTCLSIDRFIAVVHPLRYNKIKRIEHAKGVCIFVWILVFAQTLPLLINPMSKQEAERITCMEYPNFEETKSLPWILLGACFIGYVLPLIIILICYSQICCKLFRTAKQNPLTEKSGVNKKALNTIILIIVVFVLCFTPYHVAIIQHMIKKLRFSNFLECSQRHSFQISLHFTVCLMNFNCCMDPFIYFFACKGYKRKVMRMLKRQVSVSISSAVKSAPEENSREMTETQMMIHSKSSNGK
CXCR6 inh = CXCR6 receptor inhibitors, primary screen, cell-based, beta-arrestin, luminescence, CHO-K1 PathHunter, 1536-well | C-X-C chemokine receptor type 6 (Homo sapiens), O00574 | inhibition, % at 20 µM | actives 0.36% (n = 360,000) | AID 602244, 2012; in the data active means inhibition above about 34%, passing the limit was not always enough;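 further: antagonist mode with CXCL16 agonist at 10 nM final; 0% = 10 nM CXCL16 with DMSO and 100% = unstimulated wells without agonist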
697 NFkB inh = inhibitors of PMA/ionomycin-induced NF-kB reporter, 697 cells, primary screen, B-cell NF-kB inhibitor project, cell-based, luminescence, uHTS; 697 B-cell NF-kB luciferase reporter, 16 h; inhibition, % at 4 µM; actives 0.33% (n = 330,000); AID 435022, 2010; in the data active means inhibition above about 35%
Jurkat NFkB inh = inhibitors of induced NF-kB luciferase reporter, primary screen, TCR NF-kB activation inhibitor project, cell-based, luminescence, uHTS. Jurkat, PMA/ionomycin-induced NF-kB luciferase reporter. inhibition, % at 4 µM. AID 435003, 2010. actives 0.53% (n = 330,000); in the data active means inhibition above about 50%
Gli-Sufu block = Gli-Sufu pathway antagonists, primary screen, luciferase luminescence, Sufu-KO-LIGHT cells, uHTS; inhibition, % at 5 µM; actives 0.74% (n = 340,000); AID 588413, 2011; Sufu-KO-LIGHT fibroblasts, Gli luciferase reporter luminescence;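 active means inhibition above about 55%, limit read from the data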;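 further: 0% = DMSO-treated cells and 100% = wells with medium but no cells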
The depositor's hits bear a star; x = not tested or not shown.

Sample of the layout (2 entries):
SMILES	CCR6 antagonist	UBC13 polyUb	APJ antagonist	EBI2 antag	CXCR6 inh	697 NFkB inh	Jurkat NFkB inh	Gli-Sufu block
Cc1cccc(C)c1Nc1nnc(SCC(=O)Nc2ncc(C(F)(F)F)cc2Cl)s1	-5	3	23	-18	3	-7	1	-9
CN1CCC(=O)N([C@H](CO)Cc2ccccc2)CC1	4	-6	4	-5	14	24	4	-2

The list itself, from the start:
SMILES	CCR6 antagonist	UBC13 polyUb	APJ antagonist	EBI2 antag	CXCR6 inh	697 NFkB inh	Jurkat NFkB inh	Gli-Sufu block
Cc1cccc(C)c1Nc1nnc(SCC(=O)Nc2ncc(C(F)(F)F)cc2Cl)s1	-5	3	23	-18	3	-7	1	-9
CN1CCC(=O)N([C@H](CO)Cc2ccccc2)CC1	4	-6	4	-5	14	24	4	-2
Cc1cc(OCC(=O)NNC(=O)CCc2ccccc2)ccc1Br	16	4	-5	23	4	9	-21	-26
CN(C(=O)c1ccc(NC(=O)Cc2cccc(NC(=O)C3CCN(C(=O)C4CC4)CC3)c2)cc1)C1CC1	7	x	x	-8	2	x	x	-6
O=C(c1ccco1)c1n[nH]nc1-c1ccccc1	-8	-9	0	-3	0	-8	-22	3
CN1CCN(C(=O)C2(NC(=O)Nc3ccccc3Cl)CCCCC2)CC1	17	-1	4	1	4	11	-18	28
COc1ccc(-n2cnnc2SCC(=O)Nc2ccc(N3CCOCC3)cc2)cc1	-9	0	11	-5	-11	6	6	-4
Cc1ccc(-c2csc(NC(=O)CCCc3cccs3)n2)cc1	-13	-8	-9	0	-2	-28	-30	-10
O=C(Cn1nnc(-c2ccccc2NC(=O)c2ccccc2)n1)Nc1ccc2c(c1)OCCO2	13	-6	-16	10	9	-32	-11	-3
CCOC(=O)COc1nc(-c2ccc(C)cc2)cc(-c2ccco2)c1C#N	-9	0	2	-10	-2	-4	-5	5
Cc1ccc(C)c(N2CCN(S(=O)(=O)c3ccc4c(c3)OCCO4)CC2)c1	-9	9	17	27	2	-8	8	6
COc1ccc(CCNC(=O)c2cc3cccc(OC)c3oc2=O)cc1OC	12	-4	9	-2	6	-4	8	-2
COC(=O)c1ccc(OC)c(OC)c1Cl	4	6	17	-18	0	15	7	-2
Nc1nc(SCC(=O)c2cccc([N+](=O)[O-])c2)n[nH]1	6	1	6	-4	3	-2	-9	2
CCCn1c(C2CCCN2c2nc(-c3ccc(OC)cc3)cs2)nc2ccccc21 (stereo unspecified)	22	-4	25	-1	17	-1	10	15
COc1ccc(CN(C(=O)COc2ccccc2)c2ccccc2C(=O)O)cc1	-7	4	2	-5	3	13	4	9
COc1cnc(N(C)C)nc1Sc1cccc(Cl)c1	7	27	5	2	8	5	-1	-9
CCCCSc1oc(-c2ccco2)nc1S(=O)(=O)c1ccccc1	26	0	10	17	0	9	-14	20
C/C(=N\NC(=O)c1cccnc1)c1ccc(OC2OCCOC2Oc2ccc(/C(C)=N/NC(=O)c3cccnc3)cc2)cc1 (stereo unspecified)	5	2	11	-5	-2	6	-6	3
NNc1nnnc2c1sc1nc(N3CCOCC3)c3c(c12)CCCC3	-6	2	-12	x	x	18	16	6
O=C(CCNC(=O)OCc1ccccc1)NC1CCCCCC1	-3	3	6	7	0	2	-3	-6
COc1ccccc1C(=O)Nn1cnc2ccccc2c1=O	1	-1	-2	6	-1	-44	-13	-35
CC(C)NC(=O)COc1ccc(OCc2ccccc2)cc1	-11	2	-15	-4	-2	4	4	-16
Cc1ccc2nc(Cl)c(C3CC(c4ccco4)=NN3C(=O)CCCC(=O)O)cc2c1 (stereo unspecified)	6	3	-4	-11	-3	7	0	-7
CCc1ccc(S(=O)(=O)NCc2csc(C)n2)cc1	6	-5	-7	0	-3	-1	-18	-24
CN1C(=O)C(O)(CC(=O)/C=C/c2ccco2)c2cc(Br)ccc21 (stereo unspecified)	-3	1	5	4	-11	14	11	1
C#CCNC(=O)C1=C[C@@H](c2csc3ccccc23)C[C@@H](OCc2ccc(CO)cc2)O1	7	10	-4	13	2	8	-10	2
Cc1ccnc2nc(C(=O)OCCOc3cccc(Br)c3)nn12	16	0	3	6	-4	5	0	-11
Cn1cnnc1SCC(=O)NC1CC1	6	14	10	6	-1	5	12	-3
O=C(c1noc2c1CCCCC2)N1CCOCC1	2	-12	-9	-7	-1	19	-14	-6
CCCCn1c(SCC(=O)N2CCOCC2)nc2ccccc2c1=O	12	5	9	3	7	13	8	-1
CCc1nn2c(N(C)CCO)cc(C)nc2c1-c1ccc(F)cc1	-3	1	-6	3	2	-6	-8	-14
COc1cccc(CNC(=O)CCC2CCCN(C(=O)c3cscn3)C2)c1 (stereo unspecified)	-6	-11	-9	-1	9	13	-2	-5
CN1CCC(C(=O)C(=O)O)C1=O (stereo unspecified)	3	x	x	8	1	x	x	-2
COc1ccccc1NCC(=O)NN=C1CCS(=O)(=O)c2ccc(F)cc21	-5	-4	7	-13	-4	-1	8	-3
COc1ccc(N=N/C(=C\O)C(=O)c2cccs2)cc1	-6	-35	-10	2	4	-28	-11	1
Cc1onc(-c2ccccc2)c1C(=O)N(Cc1ccccn1)Cc1ccccn1	1	-4	6	3	3	6	-17	-1
CN1CCN(C(=O)Nc2ccccc2CC[N+](=O)[O-])CC1	-1	-8	-3	-2	-12	-10	-8	6
COc1cccc(CNC(=O)CCS(=O)(=O)c2cccc3nonc23)c1	11	-14	1	2	-3	-17	-8	-1
CC(=O)c1ccc(OC(=O)c2cccs2)cc1	11	12	-14	-1	0	2	1	1
O=C(CN1C(=O)COc2ccccc21)N1CCCc2ccccc21	12	6	15	2	-6	4	8	1
COc1ccccc1OCC(=O)NCCNC(=O)COc1ccccc1OC	1	3	13	-17	-3	16	-3	2
COc1ccc(N2CCN(S(=O)(=O)c3c[nH]c(=O)[nH]c3=O)CC2)cc1	3	2	8	-18	-4	-1	7	-1
COc1ccc(C)cc1N(C(=O)COc1ccccc1)c1nc2ccccc2s1	8	-10	-7	27	8	-6	-8	11
COc1cc([N+](=O)[O-])ccc1NC(=S)Nc1cc(C(=O)OC(C)C)cc(C(=O)OC(C)C)c1	2	-9	25	1	0	17	0	-9
CCOC(=O)N/N=C/c1c[nH]c2ccccc12	-8	-4	-1	-4	-1	-15	6	-1
OC(c1ccc(F)cc1)(C1CCCCC1)C(CN1CCOCC1)c1ccccc1 (stereo unspecified)	14	-2	25	-8	6	18	18	1
CCC1CCCCN1C(=O)COc1ccc2c(c1)OCO2 (stereo unspecified)	10	-1	6	-9	5	11	0	-20
Cc1ccccc1C(=O)OCC(=O)N(C)c1ccccc1	1	-7	4	-1	-5	-31	-22	-15
CC(C)(C)NC(=O)c1cccc(NC(=O)c2ccc(NC(=O)c3ccco3)cc2)c1	-10	3	1	0	-4	-13	-18	75*

(more compounds)
SMILES	CCR6 antagonist	UBC13 polyUb	APJ antagonist	EBI2 antag	CXCR6 inh	697 NFkB inh	Jurkat NFkB inh	Gli-Sufu block
CC1=CC(C)(C)N2C(=O)C3(C(C#N)=C(N)OC4=C3C(=O)CC(C)(C)C4)c3cccc1c32 (stereo unspecified)	x	10	-11	x	x	7	4	x
CSc1ccc(CN(C)C(=O)c2cc(S(=O)(=O)NCc3ccccc3)ccc2C)cc1	11	4	-7	8	-18	4	4	5
CCN(c1ccccc1)S(=O)(=O)c1ccc(Cl)c(C(=O)O)c1	-3	9	2	-2	4	-3	-5	-1
COc1ccc(OCC(O)CNCCNc2nccc(C(F)(F)F)n2)cc1 (stereo unspecified)	6	6	8	11	-7	5	-8	11
Cc1ccc(CNC(=O)Cn2cnc3c(NC(=O)OCc4ccccc4)ncnc32)o1	-7	-2	21	-17	-3	1	-10	-24
CCCNC(=S)Nc1ccc(Br)cc1	5	2	6	3	1	-27	-6	8
C=C(C)C1CC=C(C)/C(=N/NC(=O)c2ccc(NC(=O)CC)cc2)C1 (stereo unspecified)	13	3	2	-5	-3	9	-5	-4
N#CCCN1CCN(S(=O)(=O)c2ccc3c(c2)CCC3)CC1	0	-5	24	-6	0	7	5	-30
Cc1cccn2cc(-c3cccc(S(=O)(=O)N4CC(C)OC(C)C4)c3)nc12 (stereo unspecified)	4	1	-23	-3	-13	-7	-5	0
CCOC(=O)C1=C(C)OC(N)=C(C#N)C1c1cccc(C)c1 (stereo unspecified)	7	10	3	-21	-16	1	-8	0

3 compounds out of the list above, arranged by the value under CCR6 antagonist, ascending.
Structure	CCR6 antagonist
Cc1ccc(CNC(=O)Cn2cnc3c(NC(=O)OCc4ccccc4)ncnc32)o1	-7
COc1ccc(OCC(O)CNCCNc2nccc(C(F)(F)F)n2)cc1 (stereo unspecified)	6
C=C(C)C1CC=C(C)/C(=N/NC(=O)c2ccc(NC(=O)CC)cc2)C1 (stereo unspecified)	13

Going on with the list:
SMILES	CCR6 antagonist	UBC13 polyUb	APJ antagonist	EBI2 antag	CXCR6 inh	697 NFkB inh	Jurkat NFkB inh	Gli-Sufu block
CCOC(=O)CSC1=C(C#N)C(c2ccc(C)s2)CC(=O)N1 (stereo unspecified)	-2	4	6	-13	-9	5	57*	48
COc1ccc(C(=O)N2CCN(c3ccccc3)CC2)cc1S(=O)(=O)N1CCOCC1	-3	4	-10	-6	-7	7	7	23
O=C(CSc1nc2ccccc2c(=O)n1-c1ccccc1F)NC1CC1	-3	-15	-3	-8	0	12	-6	-14
COc1ccc(Nc2cc(C)nc(N3CCOCC3)n2)cc1	6	3	-3	1	4	22	-3	-27
CCCC(C)C(=O)Nc1ccc(Cl)cn1 (stereo unspecified)	-11	2	18	2	2	-18	-17	-2
C[C@]12c3[nH]c4ccc(Cl)cc4c3CCN1C(=O)[C@@H](CC(=O)NCCN1CCOCC1)C[C@@H]2C(=O)N1CCOCC1	19	x	x	1	-6	12	x	6
CO/N=C(\N)c1nonc1N	-2	0	0	6	1	-2	12	1
N=c1n(CCO)c2ccccc2n1CCOc1ccc(Cl)cc1Cl	30	44	0	-1	0	-33	20	9
COc1cc(C(=O)O)ccc1OCc1ccncc1	-3	6	15	-1	4	5	4	-1
CCOc1ccnc(OCC)c1Br	1	6	-1	-10	5	2	-15	-1
N/C(=N\OC(=O)Cc1ccccc1[N+](=O)[O-])c1cccnc1	-17	-4	-22	-4	-10	13	-17	-9
COCc1c(Br)c(C)nc(OCC(=O)N/N=C/c2ccco2)c1C#N	-21	-4	4	-3	-10	-8	3	-13
CC[n+]1c(/C=C(\C)OC)sc2ccccc21	-3	-7	0	-12	0	5	-4	2
Clc1cccc(OCCn2cncn2)c1Cl	-4	9	9	-2	-3	13	-5	2
COc1ccc(NC(=O)c2cc(-c3ccccc3)nc3c2c(C)nn3-c2ccccc2)c(OC)c1	10	2	9	9	0	4	18	11
COc1ccc(C(=O)NCc2ccc(-c3nc4ccccc4s3)cc2)cc1	2	9	12	5	3	-28	-28	-23
CC(=O)Nc1ccc(S(=O)(=O)Nc2cccc(-n3c(C)nc4ccccc4c3=O)c2)cc1	8	-5	6	-18	2	8	9	-2
CCOCCOC(=O)COc1ccc2c(=O)c(Oc3ccc(OC)cc3)coc2c1	6	-10	3	3	14	5	-5	1
COc1ccc(-c2cn3cc(C)ccc3n2)cc1Br	4	-4	-14	2	3	-223	-178	-107
CCn1c(SCc2ccccc2)nnc1-c1cccs1	11	9	14	1	6	5	-8	25
CCn1c(SCC(=O)NC2CCCc3ccccc32)nnc1-c1ccncc1 (stereo unspecified)	4	-2	10	-10	-3	22	-4	6
CCN(CC)C(=O)CSc1nc2sc3c(c2c(=O)n1-c1ccc(C)cc1)CC(C)(C)SC3	5	-18	5	4	11	-4	-4	-3
CN1/C(=C\C=C(C#N)C#N)C(C)(C)c2ccccc21	10	-68	14	4	6	-2	17	1
